High-throughput results as filed in PubChem BioAssay.
TcdB inh – inhibitors of Clostridioides difficile toxin B glycohydrolase. P18177. TcdB glycohydrolase enzymatic assay, plate reader. inhibition, % at 9.99 µM. hit rate 0.24% among 350,000; in the data active means inhibition above about 10%
Target sequence (P18177 whole entry, looked up): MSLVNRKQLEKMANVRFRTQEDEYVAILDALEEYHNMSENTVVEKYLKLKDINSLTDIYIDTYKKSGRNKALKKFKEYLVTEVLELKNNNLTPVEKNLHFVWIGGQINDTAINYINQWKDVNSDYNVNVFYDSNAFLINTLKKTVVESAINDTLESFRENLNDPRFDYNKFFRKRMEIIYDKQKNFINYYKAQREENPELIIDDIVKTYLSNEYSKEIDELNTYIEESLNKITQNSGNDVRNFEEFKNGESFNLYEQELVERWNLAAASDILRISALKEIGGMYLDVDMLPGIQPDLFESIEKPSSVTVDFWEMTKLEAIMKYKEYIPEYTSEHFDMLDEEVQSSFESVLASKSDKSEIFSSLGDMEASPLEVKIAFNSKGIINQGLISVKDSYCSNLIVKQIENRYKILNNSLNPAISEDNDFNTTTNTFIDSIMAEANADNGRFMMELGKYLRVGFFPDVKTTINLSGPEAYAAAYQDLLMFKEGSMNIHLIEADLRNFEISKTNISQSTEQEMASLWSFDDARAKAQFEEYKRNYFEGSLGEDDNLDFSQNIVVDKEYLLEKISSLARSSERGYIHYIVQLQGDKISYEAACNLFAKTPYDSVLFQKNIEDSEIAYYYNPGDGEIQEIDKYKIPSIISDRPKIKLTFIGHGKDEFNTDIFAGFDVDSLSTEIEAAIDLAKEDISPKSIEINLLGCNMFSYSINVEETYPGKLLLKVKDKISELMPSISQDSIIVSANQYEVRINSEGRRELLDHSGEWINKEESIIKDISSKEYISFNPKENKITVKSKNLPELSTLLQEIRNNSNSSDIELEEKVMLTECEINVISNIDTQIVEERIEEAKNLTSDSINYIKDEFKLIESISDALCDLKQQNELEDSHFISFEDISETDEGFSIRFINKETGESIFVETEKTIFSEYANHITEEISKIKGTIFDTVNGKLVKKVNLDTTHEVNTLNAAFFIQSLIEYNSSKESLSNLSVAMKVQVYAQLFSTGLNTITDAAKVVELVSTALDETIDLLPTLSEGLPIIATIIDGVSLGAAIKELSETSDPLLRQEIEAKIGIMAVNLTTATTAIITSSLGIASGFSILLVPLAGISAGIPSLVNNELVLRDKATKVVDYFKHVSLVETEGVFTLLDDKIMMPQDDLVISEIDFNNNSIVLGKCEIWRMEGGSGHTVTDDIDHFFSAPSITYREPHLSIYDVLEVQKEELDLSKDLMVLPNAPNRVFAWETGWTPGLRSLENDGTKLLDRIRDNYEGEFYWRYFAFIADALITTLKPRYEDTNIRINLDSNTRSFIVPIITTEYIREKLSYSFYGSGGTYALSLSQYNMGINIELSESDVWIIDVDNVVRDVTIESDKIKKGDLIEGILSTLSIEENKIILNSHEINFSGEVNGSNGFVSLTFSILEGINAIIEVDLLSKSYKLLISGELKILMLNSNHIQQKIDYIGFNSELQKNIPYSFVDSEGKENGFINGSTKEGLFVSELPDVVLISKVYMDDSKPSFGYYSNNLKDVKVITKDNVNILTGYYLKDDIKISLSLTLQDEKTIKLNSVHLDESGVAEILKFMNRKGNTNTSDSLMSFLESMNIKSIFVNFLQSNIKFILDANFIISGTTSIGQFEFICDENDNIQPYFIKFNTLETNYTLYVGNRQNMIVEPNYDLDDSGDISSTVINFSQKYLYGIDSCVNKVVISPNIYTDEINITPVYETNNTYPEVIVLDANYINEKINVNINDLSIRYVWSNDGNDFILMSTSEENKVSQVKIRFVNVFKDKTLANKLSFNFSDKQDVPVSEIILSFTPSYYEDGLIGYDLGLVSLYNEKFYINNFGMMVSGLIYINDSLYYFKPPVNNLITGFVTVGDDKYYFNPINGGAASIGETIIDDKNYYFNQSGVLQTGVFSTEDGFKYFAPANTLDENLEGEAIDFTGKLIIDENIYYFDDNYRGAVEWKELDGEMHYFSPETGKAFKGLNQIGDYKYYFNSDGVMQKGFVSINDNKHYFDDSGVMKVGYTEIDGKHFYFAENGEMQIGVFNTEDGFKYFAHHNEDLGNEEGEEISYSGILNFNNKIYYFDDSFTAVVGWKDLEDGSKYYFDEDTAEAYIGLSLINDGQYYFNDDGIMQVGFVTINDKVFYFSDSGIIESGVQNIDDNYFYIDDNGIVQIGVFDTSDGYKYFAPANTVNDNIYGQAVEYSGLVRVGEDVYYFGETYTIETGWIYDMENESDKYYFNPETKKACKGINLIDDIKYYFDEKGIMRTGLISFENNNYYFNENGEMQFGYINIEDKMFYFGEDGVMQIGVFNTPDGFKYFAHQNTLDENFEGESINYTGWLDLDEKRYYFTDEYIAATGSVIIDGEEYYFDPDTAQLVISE
PfHsp40 rescue – rescue of PfHsp40-mediated yeast toxicity; S. cerevisiae expressing PfHsp40, growth rescue, ATP luminescence; growth rescue, % at 12.5 µM; hit rate 0.68% among 340,000; AID 504582; in the data active means growth rescue above about 28%, passing the limit was not always enough; inconclusive means no clear call, values can overlap the other calls;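 further: yeast W303a lacking pdr1 and pdr3 grown in galactose medium; growth measured after three days at 30 °C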
BoNT A protease – inhibitors of Botulinum neurotoxin A light chain protease | AID 588499 | hit rate 0.17% among 360,000 | multiplex microsphere protease substrate cleavage, flow cytometry | inhibition, % at 10 µM; further: plate controls were buffer without enzyme for full effect and enzyme alone for no effect
BH1578 lux ind – induces V. cholerae light production without autoinducers | V. cholerae BH1578 lux reporter, luminescence, 6 h | activation, % at 18.7 µM | hit rate 0.16% among 350,000; in the data active means activation mostly above about 9.7%, no sharp cut-off; inconclusive means no clear call, values can overlap the other calls; inactive means mostly below about 3.7%; further: not every result past the cut was called active; inactives centre near 0; reference of the scale not given here
Yp Topo-I inh – blocks Yersinia pestis topoisomerase I activity. activity, % at 10 µM. AID 504884. hit rate 0.064% among 360,000. Y. pestis Topo-I cleavage product accumulation, plate reader; in the data active means activity above about 50%, passing the limit was not always enough; inconclusive means no clear call, values can overlap the other calls; further: inactives centre near 2
SSB-PriA inh – blocks PriA binding to SSB C-terminal tail. AID 1272365. inhibition, % at 33 µM. AlphaScreen SSBct-PriA binding, biotinylated peptide. hit rate 0.6% among 430,000; in the data active means inhibition mostly above about 37%, no sharp cut-off; inactive means mostly below about 20%;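 further: plate controls were negative control peptide for no effect and reference peptide for full effect; strong numbers were not always called active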
Anthrax LF prot – blocks Bacillus anthracis lethal factor protease; multiplex microsphere protease cleavage assay, LF; inhibition, % at 10 µM; hit rate 0.12% among 360,000; AID 588501; further: plate controls were buffer without enzyme for full effect and enzyme alone for no effect
3CLpro inhibitor – SARS-CoV 3CLpro protease inhibition; AID 1706; inhibition, % at 6 µM; hit rate 0.14% among 290,000; recombinant SARS-CoV 3CLpro, quenched FRET peptide cleavage; P0C6X7; in the data active means inhibition above about 12%
PrPC TRFRET – cell surface PrPC inhibition, primary TR-FRET screen. P04156. TR-FRET read-out. inhibition, % at 13.8 µM. hit rate 0.43% among 370,000; in the data active means inhibition above about 24%; further: 0% = median of the test wells and 100% = reference compound wells
* marks the source's active call; other numbers are inactive results; i = inactive; ? = inconclusive; . = no result given; & = joins results of further samples; ! = not active in a repeat. Unless noted, no stated cut-off is given here; in the data, active means inhibition above about 30%; inconclusive means no clear call, values can overlap the other calls; inactive means below that. Only part of the results is shown; rates above refer to the full screens.

The line under a structure holds: TcdB inh, PfHsp40 rescue, BoNT A protease, BH1578 lux ind, Yp Topo-I inh, SSB-PriA inh, Anthrax LF prot, 3CLpro inhibitor, PrPC TRFRET
O=C(O)c1ccccc1C(=O)Nc1ccc(Oc2ccccc2)cc1
    1.0, ., 0.7, i, -4, 1&18, 4, -4, 8
O=C(Cn1nc(C(=O)O)c2ccccc2c1=O)c1cc(F)ccc1F
    -0.9, -0.2, -0.3, i, 12, 6, -6, 1, 10
COC(=O)C1=C(C(=O)OC)[C@]2([C@@H]3CC=CCN[C@@H](Cc4ccccc4)C(=O)N3Cc3ccccc3)C=C[C@H]1O2
    -2.8, 3.7, -0.2, 0.8, 43, 7, 5, ., 9
CCN1C[C@@H]2[C@@H]3C(=O)N(Cc4ccccc4)C(=O)[C@@H]3[C@](CC)(C1=O)N2C(=O)c1ccc(Cl)c(Cl)c1
    ., -0.1, 0.4, i, 5, -30, 6, ., .
O=C(COC(=O)c1ccc(Br)cc1)NCC1CCCO1 (stereo not given)
    -2.8, -0.8, -0.5, 2.9, 1, -3, 2, ., 0
O=C(C#Cc1ccccc1)Nc1ccc(F)cc1
    3.2, 1.1, -4.6, i, -20, -16, -20, 2, 7
O=C(O)C(Cc1c[nH]c2ccccc12)NS(=O)(=O)c1cccc2nsnc12 (stereo not given)
    0.4, 0.3, 0.2, -0.4, -1, -16, 0, -3, -22
CCc1cccc(NC(=S)N(CCOC)C(C)c2ccco2)c1 (stereo not given)
    2.9, 1.9, 0.0, i, 17, -5, 12, -1, 5
CCOc1ccc(-c2cc(C(=O)O)c3ccccc3n2)c(OCC)c1
    ., -1.2, 1.2, 2.4, 6, -15, -5, -1, -1
Cc1ccc(S(=O)(=O)c2ccc([N+](=O)[O-])cn2)cc1
    -1.0, 164*, -1.2, i, -1, -1, 7, 1, 70*
O=C1c2ccccc2NC2(CCCC2)N1NS(=O)(=O)c1ccccc1
    1.7, -0.5, -0.8, -0.2, 1, -8, 4, 0, -2
O=c1c2ccccc2nc(CSc2ncnc3nc[nH]c23)n1-c1ccccc1Cl
    ., 0.7, 0.0, 1.0, 0, 3, -2, -3, 4
O=C1C=C(c2ccc(Cl)cc2)OC2(CCCC2)O1
    ., -0.8, -0.3, i, 17, -8, 0, 0, -10
Cn1ccc2ccc(C3=CC(=O)C[C@H](c4ccc(F)cc4)C3)cc21
    0.1, 5.7, 0.2, i, 16, -20, 4, ., 16
COc1ccc(OC)c(CN2CCC(Cc3ccccc3)CC2)c1
    0.3, 0.4, -0.3, i, 10, 5, -10, 1, 2
COC(=O)C1=CO[C@@H](C)[C@@H]2CN(CCc3c[nH]c4ccccc34)CC[C@H]12
    -11, -0.1, -0.2, -0.3, 4, 8, -2, ., 12
NC1=NC[C@@H](Cc2ccc(O)cc2)N1CCc1cccc2ccccc12
    -0.9, 1.5, -0.9, -1.2, 2, -5, 2, ., 2
O=C(CSc1nc(-c2ccco2)cc(C(F)(F)F)n1)NCCCn1ccnc1
    1.1, -0.1, -0.6, -0.3, -3, -14, -1, -3, -1
CCCC(=O)Nc1nnc(SCC(=O)N2C(C)CCCC2C)s1 (stereo not given)
    0.9, -0.4, -3.1, -0.3, 2, 1, -3, 1, 3
Cc1cccc(-n2c(C)cc(C(=O)NC3CCCCC3)c2C)c1
    3.1, -0.2, -1.4, 3.8, 26, 8, 0, 3, 6
NC(=O)C1CCN(C(=O)/C=C/c2cccc(Br)c2)CC1
    -1.2, 3.9, 0.2, -0.4, 7, 0, 0, 3, -7
CCCCCOc1ccc(/C=C/C(=O)NCCc2nc3ccccc3[nH]2)cc1OC
    0.2, 0.2, -0.3, i, 20, 9, -2, 6, -4
Cc1cccc(CSc2nc3c(c(=O)n2C)SCC3)c1
    2.6, 3.4, 0.7, -0.2, 24, -4, -8, 1, 10
COc1ccc(/C=N/NC(=O)C(C)Sc2ccccn2)cc1[N+](=O)[O-] (stereo not given)
    -0.8, -1.2, 1.1, 0.6, 1, ., 6, 4, -11
CC1=CC2(C#N)C3(N=C(N)C2(C#N)C(c2ccccc2)N1)OCCO3 (stereo not given)
    ., -1.3, 0.2, -0.6, -3, 4, 0, 2, -4
COc1ccccc1-c1nc(COc2ccc(Cl)cc2Cl)no1
    0.7, 4.7, -7.5, -0.4, 1, -8, -20, 1, 1
COc1cccc(CN2CC(C(=O)NCCOc3ccccc3F)CCC2=O)c1 (stereo not given)
    0.9, -1.1, 0.7, 0.9, 3, -5, 0, -4, -2
Cc1cc(Nc2ccccc2C(=O)O)n(-c2ccc([N+](=O)[O-])cc2)n1
    1.9, 8.0, 0.8, 0.9, -11, 2, -10, -2, -7
CN(C)c1c(-c2ccccc2)cc(-c2ccccc2)[nH]c1=O
    -0.7, -0.5, -0.1, -0.4, 4, ., 2, 0, -7
CCC(=O)NC(Nc1sc2c(c1C(=O)OC)CCC2)C(Cl)(Cl)Cl (stereo not given)
    0.2, -2.1, -2.0, -0.3, -2, -4, -5, 2, 4
CN(C(=O)OC(C)(C)C)c1ccc(-c2nc3ccccc3s2)cc1
    -1.8, 0.7, 0.2, -11, 35, -5, 4, ., -8
COCc1cc(C)n(CC(=O)Nc2ccc3c(c2)OCO3)c(=O)c1C#N
    0.2, -1.6, 0.0, -0.4, -8, -14, 0, -5, -1
O=C(CSc1nc(Nc2ccccc2)nc(N2CCOCC2)n1)N1CCc2ccccc21
    ., -1.0, 0.3, -0.7, 4, -5, -6, -5, -4
Cc1ccc(NS(=O)(=O)c2ccc3c(c2)n(C)c(=O)n3C)c(C)c1
    0.6, 0.8, -1.7, i, -2, -7, 3, 3, 8
Cn1ccc(C(=O)Nc2sc3c(c2C#N)CCC3)n1
    0.4, -0.2, 0.4, -1.2, 9, -5, -3, -4, -2
CCOC(=O)N1CCN(S(=O)(=O)c2cc(OCC(N)=O)c(C)cc2Cl)CC1
    ., 0.1, ., i, -9, -6, ., 0, -5
O=C(COC(=O)C1CCN(C(=O)c2ccc(Cl)cc2)CC1)c1ccco1
    ., -0.5, 0.6, i, -7, 0, -5, -1, -3
Cc1csc2ncnc(N3CCN(C(=S)Nc4ccc(F)cc4F)CC3)c12
    0.8, ., ., -0.6, 0, 4, ., 2, 24
CCCCS(=O)CC(O)COCC (stereo not given)
    ., -0.4, 0.3, i, 2, -9, 1, 3, 9
Cc1cccc(N2CCN(C(=O)Cc3ccc(-n4c(=O)[nH]c5ccsc5c4=O)cc3)CC2C)c1 (stereo not given)
    0.4, -0.4, -0.2, 0.1, 7, 13, -6, 4, 4
O=C(NCCc1csc(-c2cccnc2)n1)c1ccccc1
    -0.3, 0.5, 0.1, i, 5, -10, -5, -6, -9
COc1ccc(-n2nnnc2SCC(=O)c2cccc(OC)c2)cc1
    -3.6, -0.7, 0.8, -0.6, 30, 1, 0, -5, 7
CCOc1cc(NC(=O)C2CC2)c(OCC)cc1NC(=O)CCn1nnc2ccccc21
    1.8, 0.8, 0.7, -0.7, -6, 1, 3, 1, 2
CCOC(=O)c1cnc2c(cnn2C)c1NCCCn1ccnc1
    0.9, 0.7, 0.6, i, 7, 6, -1, 3, -9
Cc1c(NC(=O)c2ccc(-c3ccccc3)cc2)cccc1C(=O)O
    1.4, -0.3, -0.3, i, 3, -8, 2, 0, 6
CCN(CC)C(=O)CSc1ncnc2sc(-c3ccccc3)cc12
    ., 2.9, 1.3, -0.4, 3, -23, -7, 2, -12
Fc1ccc(CN2C3=NCCCN3c3ccccc32)cc1
    0.0, -0.3, 0.2, -0.2, -5, -6, -2, 9, -10
CCc1nc2c(OCC3COc4ccccc4O3)cccn2c1N(C)C(=O)c1cccs1 (stereo not given)
    2.1, ., 0.2, -0.8, -2, ., 1, ., 4
CCC(C)(C)NC(=O)CN(Cc1ccc(F)cc1)C(=O)CCC(=O)Nc1ccccn1
    0.8, -0.6, 1.4, -0.3, 7, 3, 2, -4, -2
COc1ccccc1OCc1cc(C(=O)N(C)CCC2CCCCO2)no1 (stereo not given)
    1.2, 0.7, -0.3, i, -1, -15, 3, -8, -2
CCNC(=O)C(=O)NCC1OCCCN1S(=O)(=O)c1ccc(F)cc1C (stereo not given)
    0.3, 0.5, -0.6, 0.1, -6, -18, 5, 2, 4
O=C(Nc1cccc(S(=O)(=O)N2CCOCC2)c1)c1ccc(Cl)nc1
    1.3, 0.4, -3.2, i, -4, 10, -2, ., 11
Cc1nnc2n(c1=O)C(CS(=O)(=O)c1ccccc1)CS2 (stereo not given)
    ., 0.8, ?, i, -3, 1, -6, -3, 1
O=c1cc(O)c2c(=O)n(-c3ccccc3)c3ccccc3c2o1
    ., -0.9, 0.9, i, 3, -7, 2, 0, 10
CC1CN(C(=S)Nc2cccc([N+](=O)[O-])c2)CC(C)O1 (stereo not given)
    1.4, -0.5, 0.1, i, -6, -12, -3, -2, -8
O=C(NNC(=O)C12CC3CC(CC(C3)C1)C2)c1cnccn1
    ., -0.9, 0.3, -0.5, -3, -5, 2, 2, 6
COC1(OC)N=C(N)C2(C#N)C(c3ccc(C)cc3)C12C#N (stereo not given)
    ., 0.3, 0.6, i, -6, -2, 1, -4, -6
O=C(O)C1CCC(Cn2c(SCc3cc(=O)n4cc(Br)ccc4n3)nc3ccsc3c2=O)CC1 (stereo not given)
    0.9, -1.0, 0.7, -0.3, 7, -16, -3, -1, -1
O=C(N/N=C/c1ccc(N2CCCC2)c([N+](=O)[O-])c1)c1cccnc1
    -2.0, 0.0, -0.6, -0.4, 1, ., -7, 6, -24
CC1CCCC(C)N1CCNC(=O)Cn1nc(-c2ccccc2)ccc1=O (stereo not given)
    1.6, 0.4, -0.9, i, 0, 6, -4, -4, -5

Whole records as entered above. Order of screens: TcdB inh | PfHsp40 rescue | BoNT A protease | BH1578 lux ind | Yp Topo-I inh | SSB-PriA inh | Anthrax LF prot | 3CLpro inhibitor | PrPC TRFRET
Listed for O=c1cc(O)c2c(=O)n(-c3ccccc3)c3ccccc3c2o1 → . | -0.9 | 0.9 | i | 3 | -7 | 2 | 0 | 10
Listed for CCC(C)(C)NC(=O)CN(Cc1ccc(F)cc1)C(=O)CCC(=O)Nc1ccccn1 → 0.8 | -0.6 | 1.4 | -0.3 | 7 | 3 | 2 | -4 | -2

The list goes on.
The line under a structure holds: TcdB inh, PfHsp40 rescue, BoNT A protease, BH1578 lux ind, Yp Topo-I inh, SSB-PriA inh, Anthrax LF prot, 3CLpro inhibitor, PrPC TRFRET
O=C(COC(=O)CCOc1ccccc1)Nc1ncc(Cl)cc1Cl
    ., -1.4, 0.1, 4.9, 4, -2, 1, 2, 2
O=C(OC1CCCCC1)c1ccc(NC(=O)C2CCCCC2)cc1
    ., 5.0, 0.3, 1.4, -8, -6, -3, -7, 3
COC(=O)c1ccc(C2/C(=C(\O)c3cccc(OC)c3)C(=O)C(=O)N2CCCN2CCOCC2)cc1 (stereo not given)
    -0.6, -0.4, 0.8, 0.2, 3, ., 0, -1, -2
O=[N+]([O-])c1cc(Cl)c(O)c2ncccc12
    -1.3, 24, -3.8, -0.3, 4, 86*!, 1, 9, -3
CC(C)OCCCNC(=O)c1ccc(CS(=O)(=O)c2cccc(C(F)(F)F)c2)o1
    -0.2, 8.4, -0.5, i, -1, -3, -2, -8, 2
CCOc1ccccc1N(CC(=O)Nc1ccccc1Br)S(=O)(=O)c1ccccc1
    1.7, ., -0.3, i, 33, ., -3, ., 1
Cn1cnc2c1c(=O)n(Cc1ccc(F)cc1Cl)c(=O)n2C
    ., 0.6, 0.3, i, 9, -15, -1, -1, 5
CN(C)c1ccc(NC(=O)Nc2nnc([C@H]3C[C@H](O)[C@@H](CO)O3)s2)cc1
    -64, ., -0.4, i, -11, ., -10, ., -5
Cc1ccc(N2C(=O)CC(NNC(=O)Cc3ccc(F)cc3)C2=O)cc1Cl (stereo not given)
    -3.9, -0.7, -0.5, -0.4, 10, -1, 0, -1, 6
Brc1cc2c(cc1COc1ccc(-c3nn[nH]n3)cc1)OCO2
    ., 0.1, 0.6, i, -1, -11, 3, 4, 2
O=C(NC(=S)NCc1ccc(F)cc1)c1ccccc1
    ., 0.0, -2.5, i, 10, -7, -5, 6, 0
O=C(COc1ccc(Br)cc1)NNC(=S)NCc1ccccc1
    0.7, -1.4, -2.9, i, 22, -14, -4, 2, 1
